High-throughput results as filed in PubChem.
EBV gp42 inh = blocks Epstein-Barr virus glycoprotein 42 binding. hit rate 0.42% among 220,000. Fluorescence polarization binding assay, mP read-out. inhibition, % (tested at 21.74 µM). AID 1085. Q1HVG2; in the data active = inhibition above about 50%
Target sequence (Q1HVG2 whole entry, looked up): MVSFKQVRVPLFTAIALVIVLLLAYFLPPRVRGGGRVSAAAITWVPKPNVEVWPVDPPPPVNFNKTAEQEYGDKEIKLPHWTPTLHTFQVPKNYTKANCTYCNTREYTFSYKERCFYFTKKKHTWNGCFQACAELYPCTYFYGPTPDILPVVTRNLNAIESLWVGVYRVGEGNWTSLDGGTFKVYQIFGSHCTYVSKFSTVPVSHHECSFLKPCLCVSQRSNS
Tb hexokinase = blocks Trypanosoma brucei hexokinase 1 activity; hit rate 0.11% among 220,000; recombinant TbHK1, G6PDH-coupled NADH A340; inhibition, % at 10 µM;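 active = inhibition of 50% or more in the single-dose primary screen; inactive = inhibition below 50%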
Furin inh = inhibitors of human furin; purified furin, fluorogenic substrate cleavage; P09958; inhibition, % at 30 µM; hit rate 0.061% among 220,000; in the data active = inhibition above about 25%; also: inactives centre near -15
Target sequence (P09958 108-714 limits assumed): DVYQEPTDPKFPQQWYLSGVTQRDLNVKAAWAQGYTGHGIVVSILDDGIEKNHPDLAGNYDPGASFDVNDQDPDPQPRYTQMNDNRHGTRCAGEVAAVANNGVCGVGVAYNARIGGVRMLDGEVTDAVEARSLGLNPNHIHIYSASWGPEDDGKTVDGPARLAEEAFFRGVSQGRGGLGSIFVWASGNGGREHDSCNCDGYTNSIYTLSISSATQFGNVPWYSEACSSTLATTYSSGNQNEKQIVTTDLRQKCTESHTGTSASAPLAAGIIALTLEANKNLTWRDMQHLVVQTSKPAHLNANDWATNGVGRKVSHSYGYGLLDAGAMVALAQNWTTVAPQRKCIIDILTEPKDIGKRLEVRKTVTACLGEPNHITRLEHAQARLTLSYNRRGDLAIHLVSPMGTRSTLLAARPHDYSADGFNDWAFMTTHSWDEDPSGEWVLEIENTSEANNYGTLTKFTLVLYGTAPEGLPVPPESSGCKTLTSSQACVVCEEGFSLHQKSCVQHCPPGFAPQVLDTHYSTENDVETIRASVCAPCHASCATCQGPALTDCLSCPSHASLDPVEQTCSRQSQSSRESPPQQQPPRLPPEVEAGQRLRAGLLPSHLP
TRPML3 agonist = human mucolipin-3 channel agonism; HEK293 TRPML3-YFP, Fluo-8 calcium fluorescence; 100% = the carbachol control signal; AID 1448; Q8TDD5; hit rate 0.29% among 220,000; activation, % at 3 µM;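 active = activation above its plate's cutoff, the mean activation of the plate's test wells plus 3 SD, cut at about 12% in these data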;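 also: 0% = DMSO only wells and 100% = carbachol wells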
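Test system: HEK293 cells stably carrying human TRPML3-YFP; Doses: single dose, 3 µM final nominal compound, 0.3% DMSO final; Schedule: dye loading 1 h 37 °C then 30 min ambient, 125 s read; Technique: Fluo-8 calcium fluorescence; Benchmarks: high control carbachol 87 µM, low control DMSO.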
m-calpain inh = calpain II (pig) inhibition | inhibition, % at 16 µM | hit rate 0.37% among 220,000 | purified calpain II, fluorogenic peptide substrate, 30 min;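 active = inhibition above about 50%, limit read from the data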
KCC2 mod = modulators of human KCC2 chloride dependent transport; Q9H2X9; KCC2 cells, thallium flux FluoZin-2 fluorescence; B-score of Tl+ flux slope (higher = more flux/activation; lower = inhibition) at 10 µM; hit rate 2.2% among 190,000; AID 1456;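 active = thallium flux slope and its plate-corrected score both differing from the plate sample mean at a set confidence after two filtering rounds, in either direction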;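 also: slope of fluorescence scaled to starting intensity during 10 to 20 s after thallium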
TRPN1 ag = zebrafish TRPN1 (NompC) channel agonism. HEK293 zebrafish TRPN1-YFP, Fluo-8 calcium fluorescence; 100% = response to 87 µM carbachol. activation, % at 3 µM. hit rate 0.18% among 220,000. AID 1424;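 active = activation above its plate's cutoff, the mean activation of test wells on that plate plus 3 SD, cut at about 19% in these data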;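 also: 0% = DMSO alone and 100% = 87 µM carbachol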
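Material – zebrafish TRPN1-YFP in HEK293 cells · Doses – 3 µM single point · Schedule – dye 1 h 37 °C plus 30 min RT · Signal – Fluo-8 calcium fluorescence, excitation 470-495 nm, emission 515-575 nm · Read-out – % activation versus carbachol response · Control set – carbachol high, DMSO low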
PPC-1+TRAIL kill = kills PPC-1 cancer cells in the presence of TRAIL | PPC-1 cells + TRAIL, ATPLite viability luminescence | hit rate 0.41% among 220,000 | cell killing (% activity), % at 4 µM;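 active = cell killing above 50% in the first pass at 4 µM, then a duplicate retest at 5 µM averaging 50% or more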;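 also: plate controls were cells with TRAIL plus DMSO for no effect and medium-only wells lacking cells for full effect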
Thrombin inh = thrombin (human) inhibition | P00734 | alpha-thrombin, Boc-VPR-AMC fluorogenic substrate cleavage | inhibition, % at 5 µM | hit rate 0.26% among 220,000 | AID 1046;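 active = inhibition at or above 40%; inactive = inhibition below 40%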;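 also: 0% = enzyme with no compound and 100% = wells without enzyme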
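Material: Human alpha-thrombin protein | Buffer or medium: pH 7.5 Tris-saline with Tween 20 | Reagent: Boc-VPR-AMC substrate, 15 µM final | Schedule: Reaction at ambient temperature | Detection: AMC fluorescence at 355 nm excitation and 460 nm emission | Evaluation: Percent inhibition scaled between no-compound controls and no-enzyme blanks | Controls: no-compound enzyme wells and no-enzyme blanks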
An asterisk follows results filed as active; . = not tested or not shown; [ ] = dose if it differs, or a comment. An unsorted share of the library; overall some 3.6% were active at least once.

SMILES	EBV gp42 inh	Tb hexokinase	Furin inh	TRPML3 agonist	m-calpain inh	KCC2 mod	TRPN1 ag	PPC-1+TRAIL kill	Thrombin inh
Cc1cc(C)c(NC(N)=S)c(C)c1	-10	36	4	0.5	11	0.56	1.9	16	-2
COc1ccc(NC(=O)CN(C)S(=O)(=O)c2ccc3c(c2)OCCO3)c2ncccc12	-11	9	-29	-0.2	-12	-0.98	-1.2	29	-2
CC1CCN(CCCn2c(=S)[nH]c3ccccc3c2=O)CC1	-19	-1	-17	0.8	-10	0.59	0.7	42	-1
O=C(NC1CCCC1)C(c1ccncc1)N(Cc1cccs1)C(=O)c1csnn1 (centres undefined)	3	-4	-14[20 µM]	0.2	-33	-0.084	0.7	17	-6
CCSc1nc(O)c(Cc2ccccc2)c(=O)[nH]1	4	0	-10[20 µM]	1.3	-36	.	1.1	8	-2
O=C(Nc1ccccc1-c1nc2ccccc2s1)c1ccco1	-1	-14	-14	-0.1	-11	.	0.7	5	19
Cc1nnc(N)s1	-9	0	-15	0.2	-22	0.68	1.1	-3	-4
O=C(Cn1cnc2c(oc3ccccc32)c1=O)NCc1ccccc1	-4	-3	-21	0.6	21	.	1.9	-9	9
Cc1ccc(C(NC(=O)NCCCN2CCOCC2)=C(Cl)Cl)cc1F	-16	1	-8[20 µM]	1.0	-5	-0.12	1.0	4	-1
Cc1onc(-c2c(F)cccc2Cl)c1C(=O)Nc1ccc(S(=O)(=O)Nc2ncccn2)cc1	1	-2	-18	0.5	-34	-0.1	0.0	3	-3
C=CCSc1nnc(C)c(/C=C/Nc2ccc(Cl)cc2)n1	-83	-6	-7	0.4	-2	-0.79	-0.1	-12	-3
O=C1CCCC2=C1C(c1cccs1)n1nc(SCc3ccccc3F)nc1N2 (centres undefined)	-5	-7	-19[20 µM]	0.3	-83	.	-1.6	10	-8
Cc1ccc(Cl)cc1NC(=S)N(Cc1cccnc1)Cc1ccccc1Cl	0	-2	-7	-0.9	37	.	-3.0	8	-8
O=C(O)c1ccc(OCc2occc2C(=O)O)cc1	-4	5	-21[20 µM]	0.5	-3	0.92	0.6	-21	-6
C=CCc1c(NCCO)nc(C)[nH]c1=O	-10	-3	-38	0.8	-31	-0.76	0.0	13	-12
CC1(C(=O)NCc2ccc(Cl)c(Cl)c2)Oc2cccnc2NC1=O (centres undefined)	-5	3	-27	6.1	-8	.	13	-14	1
COc1cccc(C2=NOC(C(=O)NCC3CCCO3)C2)c1 (centres undefined)	-16	24	-11	-0.2	-26	.	1.6	12	-1
CC1(NC(=O)N2CCCCC2)CCS(=O)(=O)C1 (centres undefined)	-19	2	-11	1.0	-16	1.6	2.2	2	4
CN(C)C(CNC(=O)c1cccc(C#N)c1)c1ccco1 (centres undefined)	-14	-9	-26	1.1	-7	-0.46	0.4	32	-12
COc1ccc(CC(=O)Nc2ccc(/C(C)=N/NC(=O)c3cccc([N+](=O)[O-])c3)cc2)cc1	8	-15	-13[20 µM]	-0.7	22	1.2	-0.7	-3	-12
CCOc1cc(-c2noc(CCCC(N)=O)n2)cc(Br)c1OC	-30	-4	-13	1.2	8	4.5*	1.8	25	3
CCCn1c(O)c(N=NC(=O)c2cccnc2)c2cc(Br)ccc21	-6	-16	0	-0.4	13	-1.1	-1.8	23	-1
CC(=O)Nc1ccc(OCC(O)Cn2c3ccccc3c3ccccc32)cc1 (centres undefined)	12	-3	1	2.6	14	-2.2	8.1	16	-5
COc1ccc(OC)c(C(C)NC=O)c1 (centres undefined)	-7	-5	-5[20 µM]	0.9	-7	-2.3	-0.2	6	3
O=C(CSc1nnc(-c2ccccc2)n1Cc1ccccc1)N1CCOCC1	0	-2	-18	0.2	-14	0.26	-0.1	8	-6
(listing goes on)
SMILES	EBV gp42 inh	Tb hexokinase	Furin inh	TRPML3 agonist	m-calpain inh	KCC2 mod	TRPN1 ag	PPC-1+TRAIL kill	Thrombin inh
Cc1cc2sc3nc(=O)n(-c4ccccc4)c(=O)n3c2cc1C	-15	-7	-25	0.4	-19	0.026	1.0	-4	-4
CCOc1ccc2[nH]c(=O)c(CN(CCO)C(=O)CC)cc2c1	-11	-11	-18	1.0	-122	0.029	-0.9	2	0
COc1cccc(-c2csc3nnc(SCC(=O)c4ccc(NC(C)=O)cc4)n23)c1	-13	-13	-18[20 µM]	-0.7	-132	-0.0048	0.6	-5	-9
CCCCC(=O)Nc1ccccc1C(=O)N1CCOCC1	4	-1	-330[20 µM]	1.0	7	.	2.4	3	1
Cc1ccccc1N1CC(=O)N(c2ccccc2C)CC1=O	-1	4	-23[20 µM]	0.5	-39	1.3	1.3	9	-7
O=C(O)c1cnn(-c2nc(-c3cccc(F)c3)cs2)c1C(F)(F)F	10	14	-1	0.7	-26	-3.1	-0.3	-6	-11
CCN(CC)CCCN(Cc1cc2cc(OC)ccc2[nH]c1=O)C(=O)Nc1ccccc1	-9	-28	-6	0.2	-57	.	1.3	5	-6
N#CCn1cnc2sc(-c3ccccc3)cc2c1=O	15	-6	-10	0.3	-10	0.12	-2.8	-1	2
COC(=O)CSc1nnc2n1C(C)(C)Cc1ccccc1-2	-21	5	-29	0.0	-22	0.67	0.1	20	-5
NC(=S)Nc1c(Cl)cccc1Cl	-3	-5	-15	0.7	16	0.021	0.1	18	-5
OC1(C#CCN2CCOCC2)CCCCC1	2	-1	-15	0.2	7	-0.00033	0.9	.	-1
Clc1ccc(CNC2CCCC2)c(Cl)c1	3	-7	-16[20 µM]	0.4	1	0.25	-0.4	5	-5
COc1ccc(CN2CCOCCOCCOCCOCCOCC2)cc1	-9	-1	-14	0.3	-14	-0.88	0.5	7	-6
COc1ccc(NC(=O)Cc2nc3ccccc3[nH]2)cc1	-13	-2	-24	-0.3	-12	.	0.0	16	-2
Cc1cccc(-n2c(CCc3ccccc3)nnc2SCC(=O)c2ccccc2)c1	6	4	-3	-0.3	45	-1.5	-2.6	-13	-1
O=C(CN1CCN(Cc2ccccc2)C1=O)NCCCN1CCOCC1	1	-1	-13	0.6	-45	.	0.5	16	1
COc1ccc(CNC(=O)/C(C)=C\C(=O)O)cc1	-16	10	0	-0.3	2	-1.2	-0.6	17	6
CC(C)OCCCNS(=O)(=O)c1ccc2ccccc2c1	-14	-6	-14[20 µM]	0.1	-21	0.2	-0.8	0	4
O=C(NCC1CCCO1)C(C(=O)c1ccccc1)n1cc(Cl)ccc1=O (centres undefined)	-6	-10	-12	0.9	-11	.	0.9	0	-3
CCSc1nnc(NC(=O)c2cccc3ccccc23)s1	-13	-4	-21	0.2	-18	.	-0.6	6	12
O=C(CN1C(=O)C2C3C=CC(C3)C2C1=O)Nc1ccc(F)cc1 (centres undefined)	-7	7	-11	0.3	6	-0.06	-0.6	17	-3
COc1cc([N+](=O)[O-])cc(/C=N/NC(=O)CC#N)c1O	-8	1	-8	-1.1	24	-0.29	1.5	12	3
O=S(=O)(Cc1ccccc1)N1CCc2ccccc2C1	-4	6	-20[20 µM]	0.1	-15	-0.47	1.3	11	-4
COc1cc(N2CCCC2)c(OC)cc1C=O	-6	-25	-7	0.3	5	-0.052	0.0	-10	6
CC(=O)Nc1ccc(NC(=O)CSc2nnc(C)c(=O)n2N)cc1	-8	-5	-23	0.9	-7	0.83	0.5	16	-1
Additional entries follow.
SMILES	EBV gp42 inh	Tb hexokinase	Furin inh	TRPML3 agonist	m-calpain inh	KCC2 mod	TRPN1 ag	PPC-1+TRAIL kill	Thrombin inh
CCOC(=O)N1CCC(N2C(=O)c3ccccc3C2Nc2ccccc2C)CC1 (centres undefined)	5	-3	-21	-0.4	3	-0.82	0.7	-7	-11
Cc1cc(C(=O)COC(=O)c2ccc(O)cc2)c(C)n1CCc1ccc(F)cc1	-19	12	-7	0.8	3	-0.12	4.6	16	.
c1csc(-c2nnc(NC3CCCCC3)c3ccccc23)c1	7	-10	-12	-1.2	-8	-0.081	-2.2	12	-13
COc1cc2c(cc1OC)CN(CC(=O)Nc1ccc(C#N)cc1)CC2	-32	-2	-10[20 µM]	1.0	-35	-0.51	-0.8	27	1
Cc1ccc(-c2noc(CN(C(=O)CCCCCN3C(=O)c4ccccc4C3=O)C(C)C)n2)cc1	-24	-1	-16[20 µM]	-0.2	55*	-0.35	-0.7	10	8
CCC(C)n1c(SCC(=O)Nc2cc(C)on2)nc2ccccc2c1=O (centres undefined)	-26	-3	-9[20 µM]	-0.3	15	1.1	-0.3	1	-5
O=C(CCSc1ccc(Br)cc1)Nc1cccnc1	-4	-4	-19	0.7	5	-0.03	-0.1	26	-6
Cc1ccccc1C1NC(=S)NC2=C1C(=O)CCC2 (centres undefined)	-8	-22	-18	1.2	-6	0.21	1.3	1	-1
COc1cccc(NC(=O)N2CCCC2C(=O)Nc2ccc3c(c2)OCCO3)c1 (centres undefined)	-7	-1	-25	0.5	-14	0.76	-0.6	16	4
Cc1onc(-c2ccccc2Cl)c1C(=O)N1CCN(c2ncccn2)CC1	0	2	-22	0.8	-21	-0.17	1.5	17	0
O=C(OCC(O)CN1CCCCC1)C12CC3CC(CC(C3)C1)C2 (centres undefined)	3	1	-23	1.4	27	.	2.5	36	-2
COc1cc(OC)cc(C(=O)NC(=S)NCc2ccco2)c1	-11	2	-17[20 µM]	-0.5	6	.	-1.2	-10	0
O=C(c1cc(S(=O)(=O)N2CCOCC2)ccc1F)N1CCN(Cc2ccccc2)CC1	1	-4	-18	0.7	-26	0.092	-0.2	20	0
COC1=C(Nc2ccccc2)C(=O)c2ccccc2C1=O	12	-8	-25	0.8	9	0.18	0.0	23	-5
COC(=O)Cn1c2ccc(OC)cc2c2nc3ccccc3nc21	-4	-1	-22	0.5	13	.	1.4	14	2
Cc1ccc(Cn2cc(SCC(=O)Nc3nccs3)c3ccccc32)cc1	-6	-6	-14	-0.3	-35	-0.23	0.0	2	-2
Cc1cc(C)nc(N/N=C/c2ccccc2OCc2cccc(Br)c2)n1	11	-1	3	-0.5	24	-1.5	-1.2	22	1
COc1ccc(CN(CC2CCCO2)C(=O)c2cc3sccc3n2C)c(OC)c1 (centres undefined)	6	-6	-13	-0.8	-10	-2.1	-3.8	8	-7
COC(=O)c1ccsc1NC(=O)C1COc2ccccc2O1 (centres undefined)	-9	-4	-30	-1.2	2	0.17	-2.7	6	-3
CCC(c1nnnn1Cc1ccco1)N(CCc1ccccc1)Cc1cc2cccc(C)c2[nH]c1=O (centres undefined)	-9	-14	-24[20 µM]	0.7	-7	-0.83	1.5	6	-9
O=C1[C@@H]2C(Cc3ccc(O)cc3)NC3(C(=O)Nc4ccc(F)cc43)[C@@H]2C(=O)N1c1ccccc1 (some centres undefined)	-19	1	8	0.5	-29	.	1.3	13	-1

Record cards (already shown).
COc1cccc(NC(=O)N2CCCC2C(=O)Nc2ccc3c(c2)OCCO3)c1 (centres undefined) is entered as EBV gp42 inh = -7; Tb hexokinase = -1; Furin inh = -25; TRPML3 agonist = 0.5; m-calpain inh = -14; KCC2 mod = 0.76; TRPN1 ag = -0.6; PPC-1+TRAIL kill = 16; Thrombin inh = 4
Cc1cc(C(=O)COC(=O)c2ccc(O)cc2)c(C)n1CCc1ccc(F)cc1 is entered as EBV gp42 inh = -19; Tb hexokinase = 12; Furin inh = -7; TRPML3 agonist = 0.8; m-calpain inh = 3; KCC2 mod = -0.12; TRPN1 ag = 4.6; PPC-1+TRAIL kill = 16; Thrombin inh = .
